Assay outcomes (PubChem)
ADAM17 inh: inhibitors of human ADAM17. P78536. recombinant ADAM17, EDANS/DABCYL FRET peptide cleavage. inhibition, % at 6.95 µM. hit rate 0.83% among 370,000. AID 720648;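 active = inhibition above the mean of compounds lying between control limits plus 3 SD, set per campaign, cut at about 8.5% in these data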;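 also: 0% = DMSO-only wells as the low control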
Tn7 DDE FP: DD(E)-Tn7 binding inhibition, primary FP screen. hit rate 0.13% among 370,000. P02675. FP displacement of FITC-Tn7 peptide from fibrin DD(E); 0% = median of compound wells per plate. inhibition, % at 8.3 µM;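 active = inhibition above the mean of compounds falling within the control limits plus 3 SD of them, cut at about 14% in these data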;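 also: 0% = plate median of compound wells and 100% = 10 µM Aha-Tn7 peptide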
Target sequence (P02675 whole entry, looked up): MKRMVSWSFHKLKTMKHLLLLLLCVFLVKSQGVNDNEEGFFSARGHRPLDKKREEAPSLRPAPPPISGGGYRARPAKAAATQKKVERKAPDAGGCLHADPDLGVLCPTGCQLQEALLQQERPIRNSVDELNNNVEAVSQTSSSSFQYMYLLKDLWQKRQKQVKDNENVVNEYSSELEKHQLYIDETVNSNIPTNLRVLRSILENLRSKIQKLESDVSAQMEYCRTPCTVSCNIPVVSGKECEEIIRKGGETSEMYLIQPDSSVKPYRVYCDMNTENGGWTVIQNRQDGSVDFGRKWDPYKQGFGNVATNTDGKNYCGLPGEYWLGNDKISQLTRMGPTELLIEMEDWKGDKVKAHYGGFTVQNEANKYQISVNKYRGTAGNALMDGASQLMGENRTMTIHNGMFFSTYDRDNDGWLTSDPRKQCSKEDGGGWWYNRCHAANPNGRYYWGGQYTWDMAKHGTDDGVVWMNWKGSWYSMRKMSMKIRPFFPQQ
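Assay system: human fibrin DD(E). Input: DD(E) 2 µM final. Medium: Tris buffer with calcium and detergent, pH 7.8. Compound dosing: single point at 8.3 µM. Timing: 10 min plus 3 h, room temperature. Technique: fluorescence polarization of the labelled Tn7 tracer. Read-out: percent inhibition. Replicates: singlicate testing.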
KLK7 zymogen act: proKLK7 (human) activation, primary screen; AID 652039; activation, % at 7 µM; P49862; purified proKLK7, EDANS-DABCYL substrate fluorescence; 100% is mature enzyme control, 0% vehicle; hit rate 0.9% among 370,000;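 active = activation above the mean of all tested compounds plus 3 SD, computed per campaign excluding outliers beyond control limits, cut at about 13% in these data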
Target sequence (P49862 whole entry, looked up): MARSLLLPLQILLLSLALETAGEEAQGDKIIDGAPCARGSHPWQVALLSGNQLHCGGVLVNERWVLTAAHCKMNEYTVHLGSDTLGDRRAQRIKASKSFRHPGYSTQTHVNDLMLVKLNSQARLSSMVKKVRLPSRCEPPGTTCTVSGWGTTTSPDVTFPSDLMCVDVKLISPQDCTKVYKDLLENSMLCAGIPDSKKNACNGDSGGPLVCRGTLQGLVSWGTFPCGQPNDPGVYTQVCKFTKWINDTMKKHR
PLCg1 inh: inhibitors of human phospholipase C gamma1. hit rate 0.84% among 370,000. inhibition, % at 12.2 µM. purified PLC-gamma1, fluorogenic substrate, fluorescence. AID 720700; in the data active = inhibition above about 9.5%
ADAM10 inh: inhibitors of human ADAM10; inhibition, % at 7 µM; recombinant ADAM10, EDANS/DABCYL FRET peptide cleavage, 3 h; hit rate 0.62% among 370,000; AID 720582; O14672;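 active = inhibition above a per-campaign cutoff equal to the mean of compounds falling between control-based bounds plus 3 SD, cut at about 20% in these data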;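 also: 0% = DMSO wells while the 100% control is not disclosed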
ASAP1 inh: inhibitors of human ASAP1 ArfGAP activity; inhibition, % at 16.5 µM; ASAP1-stimulated ARF1 GTP hydrolysis, GDP FP detection; hit rate 0.19% among 360,000; AID 624377; in the data active = inhibition above about 25%;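 also: 0% = vehicle with enzyme and substrate and 100% = no enzyme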
TDP2 absorb: TDP2 (human) inhibition, absorbance primary screen. O95551. recombinant TDP2, T5PNP hydrolysis, p-nitrophenol absorbance 415 nm. inhibition, % at 12.8 µM. hit rate 0.34% among 370,000. AID 720702;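 active = inhibition above the mean of all tested compounds plus 3 SD, set per campaign, cut at about 25% in these data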;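 also: 0% = DMSO with enzyme and 100% = buffer with substrate but no TDP2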
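test system = human TDP2 enzyme | input = TDP2 enzyme at 120 nM final | medium = 50 mM Tris-HCl pH 7.5 with Mg2+, KCl, DTT, BSA | also added = T5PNP substrate, 5 mM | times = 2 h at 37 °C | technique = epi absorbance | benchmarks = high control without enzyme, low control DMSO plus TDP2 | replication = each compound tested once, singlicate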
LEDGF integ inh: blocks HIV-1 LEDGF/p75-dependent DNA integration | AID 743269 | hit rate 0.64% among 370,000 | TR-FRET IN-LEDGF/p75 DNA integration, Eu/Cy5 | inhibition, % at 3.7 µM;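 active = inhibition above the screen-wide mean plus 3 SD, cut at about 13% in these data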;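 also: signal is the Cy5 over europium emission ratio at 671 and 618 nm; 0% = plate median of compound wells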
ARFGAP1 inh: rat ARFGAP1 inhibition. Q62848. Arfgap1-stimulated ARF1 GTP hydrolysis, GDP FP detection. inhibition, % at 16.5 µM. hit rate 0.26% among 360,000. AID 651572;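 active = inhibition above a per-plate limit, mean inhibition of low control wells plus 3 SD, cut at about 25% in these data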;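 also: 0% = DMSO wells with enzyme and 100% = wells lacking Arfgap1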
Target sequence (Q62848 1-136 limits assumed): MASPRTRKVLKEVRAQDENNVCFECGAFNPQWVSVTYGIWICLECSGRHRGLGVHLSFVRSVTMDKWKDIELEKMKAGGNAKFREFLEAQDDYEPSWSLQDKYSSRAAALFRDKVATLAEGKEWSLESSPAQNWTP
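system = rat Arfgap1 catalytic domain, aa 1-136 | technique = FP, GDP Alexa 633 tracer displaced from anti-GDP antibody, 620/688 nm | compound = one concentration, 16.5 µM, DMSO 1.26% | medium = HEPES-based buffer, pH 7.5 | timing = compound-enzyme preincubation 20 min, reaction 120 min, detection 60 min, 25 °C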
Tn6 DDE FP: inhibitors of Tn6 peptide binding to human fibrin DD(E); inhibition, % at 8.3 µM; AID 720509; P02675; Fibrin DD(E) TRITC-Tn6 fluorescence polarization displacement; hit rate 0.21% among 370,000;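 active = inhibition above a per-campaign cutoff: mean of compounds within control limits plus 3 SD, cut at about 15% in these data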;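 also: 0% = median of all compound wells on the plate and 100% = blocking peptide control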
The depositor's hits bear a star; i = inactive; · = no result given.

1	C/C(Cn1nnc([N+](=O)[O-])n1)=N\NC(=O)c1ccccc1Cl
2	COc1ccc(-n2nc(C(=O)NCC(=O)N3CCCCC3)c3ccccc3c2=O)cc1
3	Cc1cc(C)c(S(=O)(=O)N(C)CC(=O)NC2CCCC2)c(C)c1
4	CCOC(=O)c1[nH]cnc1C(=O)Nc1ccncc1
5	O=C(O)CSCC(=O)N1N=C2/C(=C/c3ccccc3)CCCC2C1c1ccccc1 (centres undefined)
6	O=C(CSc1nncn1-c1cccnc1)Nc1cccc(C(F)(F)F)c1

screen / no.	1	2	3	4	5	6
ADAM17 inh	-1	-3	1	-5	-2	-2
Tn7 DDE FP	3	-3	4	1	-3	3
KLK7 zymogen act	0.3	0.0	0.4	0.0	-0.2	-0.4
PLCg1 inh	1	-7	0	-1	-24	-1
ADAM10 inh	-3	0	-1	-6	-1	-1
ASAP1 inh	8	1	-8	12	7	-11
TDP2 absorb	-8	5	6	-1	7	12
LEDGF integ inh	0	0	-1	4	0	-4
ARFGAP1 inh	3	5	-2	14	-1	8
Tn6 DDE FP	-4	5	3	2	-6	6

7	COC(=O)c1cc2c(c3c4ccccc4n(S(=O)(=O)c4cccc(C)c4)c13)C(=O)N(Cc1ccccc1)C2
8	CC(=O)c1cccc(CN2CCN(CCc3ccccc3)C(CCO)C2)c1 (centres undefined)
9	CCOC(=O)C1CCCN(C(=O)c2ccc(CNc3c(N4CCC(C)CC4)c(=O)c3=O)cc2)C1 (centres undefined)
10	CCOc1nc(NCCc2ccc(OC)c(OC)c2)nc(NC(C)(C)CO)n1
11	C[C@H]1COC(=O)[C@H](Cc2ccc(F)cc2)CC/C=C/C[C@@H](CC(=O)N[C@@H](CO)Cc2ccccc2)C(=O)N1
12	COc1ccc(C2C(C#N)=C(SCC(=O)Nc3ccc(C)cc3)NC3=C2C(=O)CC(C)(C)C3)cc1 (centres undefined)

screen / no.	7	8	9	10	11	12
ADAM17 inh	-1	-1	0	-2	0	-5
Tn7 DDE FP	1	-2	-2	3	-1	5
KLK7 zymogen act	-2.1	-0.5	-0.4	0.6	-0.3	0.2
PLCg1 inh	-7	4	4	-1	2	-5
ADAM10 inh	-4	3	-3	-3	7	5
ASAP1 inh	-7	4	16	0	5	8
TDP2 absorb	5	-23	0	-9	-5	-11
LEDGF integ inh	2	3	0	-1	0	0
ARFGAP1 inh	47*	-7	7	8	1	15
Tn6 DDE FP	-8	-6	-3	2	-3	-1

13	C#CCNC(=O)C[C@H]1C[C@@]2(C(=O)OC)C(=C[C@H](C(C)C)O[C@@H]2C2CC2)N(CCC2=CCCCC2)C1=O
14	CCOc1cc(C2C3=C(CC(C)(C)CC3=O)N(CCOC)C3=C2C(=O)CC(C)(C)C3)ccc1OC
15	CCOc1ccc(NC(N)=O)cc1OCC
16	c1ccc2c(c1)ncc1cccn12
17	O=C(Cc1cccc(NC(=O)C2CCCN(C(=O)C3CC3)C2)c1)Nc1cccc(C(=O)N2CCOCC2)c1 (centres undefined)
18	O=C(N/N=C/c1c(F)c(F)c(F)c(F)c1F)c1cc(-c2ccccc2)nc2ccccc12

screen / no.	13	14	15	16	17	18
ADAM17 inh	0	-3	-4	i	-4	3
Tn7 DDE FP	1	-2	3	-3	1	-4
KLK7 zymogen act	0.8	1.8	-0.4	-59	0.1	0.7
PLCg1 inh	1	-5	-4	-458	3	14*
ADAM10 inh	-3	-2	-8	i	-2	4
ASAP1 inh	·	10	1	-1	0	10
TDP2 absorb	2	1	-4	12	3	-25
LEDGF integ inh	-4	0	1	-2	-3	2
ARFGAP1 inh	·	2	-4	4	-1	16
Tn6 DDE FP	1	-5	4	3	-4	-5

19	Cc1ccc(NS(=O)(=O)c2ccc(Cl)c(NC(=S)NC(=O)C3CCCCC3)c2)cc1Cl
20	O=C(NCc1ccccc1)c1cccc(NC(=O)c2ccccc2)c1
21	CC(C)(CC(=O)O)CC(=O)Nc1ccc(Oc2ccc(C(C)(C)C)cc2)nc1
22	CCOC(=O)c1ccc(NC(=O)c2ccccc2[N+](=O)[O-])cc1
23	CNCCOc1nc(N2CCOCC2)nc(C)c1[N+](=O)[O-]
24	COc1ccccc1C(=O)NC(=O)COC(=O)C1(C)CC1(Cl)Cl (centres undefined)

screen / no.	19	20	21	22	23	24
ADAM17 inh	13*	-5	1	0	2	-2
Tn7 DDE FP	3	1	-1	1	1	1
KLK7 zymogen act	-0.3	0.0	-0.1	-1.0	0.2	-0.3
PLCg1 inh	-2	-1	1	1	5	1
ADAM10 inh	27*	-14	-8	0	1	-1
ASAP1 inh	18	7	2	5	-13	-5
TDP2 absorb	-6	6	-10	-2	-2	10
LEDGF integ inh	0	-4	-3	-5	0	1
ARFGAP1 inh	16	-10	-2	6	14	2
Tn6 DDE FP	-1	-6	-2	-9	6	1

25	CC(=O)NCCc1nc2ccccc2n1CCOc1cccc(C)c1
26	Cc1ccccc1NC(=O)C1CCN(c2cc(-c3ccccc3)nc3ncnn23)CC1
27	CCOc1ccccc1N1CC(C(=O)N2CCc3ccccc3C2)CC1=O (centres undefined)
28	CCOc1ccccc1NC(=O)/C(C#N)=C/c1c(C)nn(-c2ccc(F)cc2)c1Cl
29	COc1ccc(NC(=O)CCN2C(=O)c3cccc([N+](=O)[O-])c3C2=O)cc1
30	O=C(COC(=O)COc1ccc(Cl)cc1Br)NC1CC1

screen / no.	25	26	27	28	29	30
ADAM17 inh	-2	-6	-4	0	3	0
Tn7 DDE FP	-2	-1	-2	-3	-6	-6
KLK7 zymogen act	-0.1	-0.1	-0.7	-0.1	0.3	0.4
PLCg1 inh	2	-1	4	-5	6	0
ADAM10 inh	0	-7	-2	2	13	-3
ASAP1 inh	-5	1	9	-11	-3	6
TDP2 absorb	11	-5	0	1	-9	-11
LEDGF integ inh	0	1	3	1	4	3
ARFGAP1 inh	-11	6	-15	-6	2	0
Tn6 DDE FP	-1	1	-8	0	5	8

31	C=CCNc1ncnc2c1ncn2[C@H]1CN(Cc2ccccc2)C[C@@H](CO)O1
32	COc1ccc(CN=CC2=C(O)CC(C)(C)CC2=O)cc1
33	O=C(O)CN=C(NS(=O)(=O)c1ccccc1)c1ccccc1
34	Cc1cccc(NC2=C(NC(=O)c3ccccc3)C(=O)c3ccccc3C2=O)c1
35	C=CCN(CC=C)S(=O)(=O)c1ccc(C(=O)Nc2nnc(CSC)o2)cc1
36	Cc1ccc(S(=O)(=O)N2CCC(=O)N(C(COCc3ccc(Cl)cc3)Cc3ccccc3)CC2)cc1 (centres undefined)

screen / no.	31	32	33	34	35	36
ADAM17 inh	-2	0	-3	7	6	-1
Tn7 DDE FP	-2	0	1	1	3	8
KLK7 zymogen act	-1.1	-0.9	-0.1	-0.5	-0.6	0.0
PLCg1 inh	2	4	-1	10*	0	-1
ADAM10 inh	-9	-4	-14	12	-20	2
ASAP1 inh	-7	11	-12	10	-3	-6
TDP2 absorb	1	-6	9	-1	4	-4
LEDGF integ inh	6	2	0	11	-4	0
ARFGAP1 inh	-7	-1	-5	15	1	4
Tn6 DDE FP	6	-11	-2	1	6	-3

An excerpt from above, limited to PLCg1 inh and Tn6 DDE FP.
| item | Compound | PLCg1 inh | Tn6 DDE FP |
| --- | --- | --- | --- |
| 32 | COc1ccc(CN=CC2=C(O)CC(C)(C)CC2=O)cc1 | 4 | -11 |
| 33 | O=C(O)CN=C(NS(=O)(=O)c1ccccc1)c1ccccc1 | -1 | -2 |
| 34 | Cc1cccc(NC2=C(NC(=O)c3ccccc3)C(=O)c3ccccc3C2=O)c1 | 10* | 1 |
| 35 | C=CCN(CC=C)S(=O)(=O)c1ccc(C(=O)Nc2nnc(CSC)o2)cc1 | 0 | 6 |
| 36 | Cc1ccc(S(=O)(=O)N2CCC(=O)N(C(COCc3ccc(Cl)cc3)Cc3ccccc3)CC2)cc1 (centres undefined) | -1 | -3 |

Following part
37	O=C(NCC1COc2ccccc2O1)c1ccccc1 (centres undefined)
38	COc1cc2c(cc1OC)C(c1ccccc1)N(Cc1ccc(S(=O)(=O)NC(=O)c3ccco3)cc1)CC2 (centres undefined)
39	COc1ccc(-c2nc3cc(C)c(Br)c(C)n3c2CC2CCCCC2)cc1OC
40	COc1ccccc1NC(NC(=O)c1ccccn1)C(Cl)(Cl)Cl (centres undefined)
41	Cc1ccc([N+](=O)[O-])cc1NC(=O)Nc1ccc(S(N)(=O)=O)cc1
42	COc1ccccc1CN(C)C(=O)CN1CCN(C(=O)c2cccs2)CC1
43	CCOc1cc(N2CCOCC2)c(OCC)cc1NC(=O)COC(=O)[C@H](Cc1c[nH]c2ccccc12)NC(C)=O

screen / no.	37	38	39	40	41	42	43
ADAM17 inh	1	-19	-3	1	1	-2	-5
Tn7 DDE FP	-6	-1	8	-5	-1	-5	1
KLK7 zymogen act	0.2	29*	-0.3	-0.7	-0.2	-0.5	0.6
PLCg1 inh	1	-470	-2	4	5	0	2
ADAM10 inh	-9	-72	-11	5	4	-3	-1
ASAP1 inh	13	-11	-2	8	12	10	3
TDP2 absorb	-2	1	7	-9	5	8	-4
LEDGF integ inh	-1	4	-2	5	1	-2	-1
ARFGAP1 inh	2	-16	0	-2	16	5	-9
Tn6 DDE FP	3	3	3	-2	-17	-7	-2

Part of the list above in order of number of heavy atoms, rising:
37	O=C(NCC1COc2ccccc2O1)c1ccccc1 (centres undefined)
40	COc1ccccc1NC(NC(=O)c1ccccn1)C(Cl)(Cl)Cl (centres undefined)
38	COc1cc2c(cc1OC)C(c1ccccc1)N(Cc1ccc(S(=O)(=O)NC(=O)c3ccco3)cc1)CC2 (centres undefined)

screen / no.	37	40	38
ADAM17 inh	1	1	-19
Tn7 DDE FP	-6	-5	-1
KLK7 zymogen act	0.2	-0.7	29*
PLCg1 inh	1	4	-470
ADAM10 inh	-9	5	-72
ASAP1 inh	13	8	-11
TDP2 absorb	-2	-9	1
LEDGF integ inh	-1	5	4
ARFGAP1 inh	2	-2	-16
Tn6 DDE FP	3	-2	3
